Bioassay records deposited in PubChem by National Center for Advancing Translational Sciences (NCATS).
KB-3-1 tox – qHTS assay for MDR1-selective chemotherapeutics: Primary screen using the parental adenocarcinoma cell KB-3-1; KB-3-1 viability, CellTiter-Glo ATP luminescence, 72 h; Potency, µM (doses to about 46.1 µM), for inactives: top-dose activity change, negative = cytotoxic, hits mostly cytotoxic; hit rate 1.4% among 400,000; AID 1347075, 2019; further: potency means the concentration at half of the fitted maximal effect; on the % scale 0 is the no-effect control and ±100 the full control effect; nearly all actives have a fitted effect of over 60% in size
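Here the drug-naive KB-3-1 line serves as comparator for MDR sub-line selectivity; cells received compound titrations, 72 h at 37 °C, then CellTiter-Glo readout.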
HT1080 IDH1KD tx – qHTS for induction of synthetic lethality in tumor cells producing 2HG: qHTS for the HT-1080-IDH1KD cell line; HT-1080 IDH1 knockdown viability, ATP luminescence, 48 h; Potency, µM (top dose mostly 46.1 µM), without a hit: at the top dose activity, negative = toxicity, hits mostly cytotoxic; hit rate 2% among 360,000; AID 686971, 2013;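 further: potency means the concentration at half of the fitted maximal effect; 0% = DMSO wells and -100% = cell-free medium wells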
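CellTiter-Glo luminescence after 48 h compound exposure at 37 degrees C of IDH1-knockdown HT-1080 cells in 5% FBS RPMI. %Activity scaled between DMSO wells and cell-free media wells, with curves fitted and assigned curve classes.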
HT1080NT lethal – qHTS for induction of synthetic lethality in tumor cells producing 2HG: qHTS for the HT-1080-NT fibrosarcoma cell line; HT-1080-NT fibrosarcoma viability, CellTiter-Glo ATP luminescence, 48 h; AID 686970, 2013; Potency, µM (titrated, usually from 46.1 µM), for inactives: top-dose activity, negative = less viability, hits mostly cytotoxic; hit rate 1.6% among 360,000;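 further: NT is the 2HG producing partner of a matched IDH1 knockdown line; potency means the concentration at half of the fitted maximal effect; 0% = DMSO-treated cells and -100% = media-only wells without cells; nearly all actives have a fitted effect of over 55% in size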
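Read-out is CellTiter-Glo luminescence after 10 minutes at room temperature, following 48 hours' compound treatment of HT-1080-NT cells (750 cells/well, RPMI, 5% FBS, 37 degrees C).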
KB-V1 MDR tox – qHTS assay for MDR1-selective chemotherapeutics: Primary screen using the drug-selected MDR subline cells KB-V1. KB-V1 MDR cells viability, CellTiter-Glo, 72 h. Potency, µM (highest dose often 46.1 µM), inactives show at the highest dose activity change, negative = cytotoxicity, usual class: cytotoxic. hit rate 3.4% among 400,000. AID 1347076, 2019; further: potency means the concentration at half of the fitted maximal effect; on the % scale 0 is the no-effect control and ±100 the full control effect; nearly all actives have a fitted effect of over 60% in size
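Compound-treated KB-V1 multidrug-resistant cells, 72 h, 37 degrees C; viability by CellTiter-Glo. Fitted qHTS curves give the values.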
IL1B secr inh – qHTS for Inhibitors of Inflammasome Signaling: IL-1-beta AlphaLISA Primary Screen; AID 743279, 2014; activity change, % at 57.5 µM; hit rate 4.7% among 360,000; THP-1 LPS/ATP IL-1B secretion, AlphaLISA, 16 h; active compounds read low; in the data active means activity change below about -50%; inconclusive means mostly about -30% to -49%; further: on the % scale 0 is the no-effect control and ±100 the full control effect
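Secreted IL-1B measured by AlphaLISA bead assay after 16 h compound exposure of THP-1 cells; compounds (final up to 57.5 uM) added 1 h before LPS (250 ng/mL) and ATP (1.25 mM) stimulation; lower signal means less secretion.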
GLP1R ag – qHTS of GLP-1 Receptor Agonists | Glucagon-like peptide 1 receptor (Homo sapiens), P43220 | HEK293 GLP-1R CRE-luciferase, luminescence, 4-6 h; cells express a hypersensitive GLP-1R form | Potency, µM (series often up to 45.6 µM), for inactives: at the highest dose activation, usual class: activators | hit rate 0.007% among 380,000; further: potency means the concentration at half of the fitted maximal effect; % of control where 0% means no effect
Target sequence (P43220 whole entry, looked up): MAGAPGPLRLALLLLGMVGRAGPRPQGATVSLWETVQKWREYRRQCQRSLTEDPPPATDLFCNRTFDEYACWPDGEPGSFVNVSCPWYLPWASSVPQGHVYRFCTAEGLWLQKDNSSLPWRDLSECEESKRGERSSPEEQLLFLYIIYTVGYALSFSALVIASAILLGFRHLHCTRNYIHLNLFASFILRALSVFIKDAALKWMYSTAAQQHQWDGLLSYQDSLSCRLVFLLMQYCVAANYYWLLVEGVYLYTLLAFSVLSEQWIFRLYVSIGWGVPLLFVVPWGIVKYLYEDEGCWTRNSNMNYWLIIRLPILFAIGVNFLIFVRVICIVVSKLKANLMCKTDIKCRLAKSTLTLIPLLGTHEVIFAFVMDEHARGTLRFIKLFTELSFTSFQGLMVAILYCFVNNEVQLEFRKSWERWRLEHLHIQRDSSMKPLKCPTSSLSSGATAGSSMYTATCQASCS
D3 antag – qHTS of D3 Dopamine Receptor Antagonist: qHTS. D(3) dopamine receptor (Homo sapiens), P35462. D3R cells, DiscoveRx beta-arrestin luminescence, antagonist mode; active compounds read low. max response, negative = inhibition, %. hit rate 2.5% among 360,000; in the data active means max response below about -50%; inconclusive means no clear call, values can overlap the other calls; further: on the % scale 0 is the no-effect control and ±100 the full control effect; mostly tested at two doses, the higher about 12 µM
Target sequence (P35462 whole entry, looked up): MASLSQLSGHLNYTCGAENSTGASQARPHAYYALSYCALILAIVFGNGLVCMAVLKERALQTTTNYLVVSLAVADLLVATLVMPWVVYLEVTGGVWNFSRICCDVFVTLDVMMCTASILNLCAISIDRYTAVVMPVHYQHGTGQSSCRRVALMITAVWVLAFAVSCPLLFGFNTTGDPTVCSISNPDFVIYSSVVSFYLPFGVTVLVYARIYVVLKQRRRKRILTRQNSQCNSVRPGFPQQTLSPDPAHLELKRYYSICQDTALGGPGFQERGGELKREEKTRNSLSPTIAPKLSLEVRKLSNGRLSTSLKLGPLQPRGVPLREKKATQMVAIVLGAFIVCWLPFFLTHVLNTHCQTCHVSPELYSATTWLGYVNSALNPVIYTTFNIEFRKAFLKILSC
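Cells plated overnight at 1500 cells/well, then exposed to library compounds with dopamine controls for 90 minutes at 37 degrees C. DiscoveRx reagent added for 30–60 minutes at room temperature; luminescence read, quantitative HTS format.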
D3 ag – qHTS of D3 Dopamine Receptor Agonist: qHTS; D(3) dopamine receptor (Homo sapiens), P35462; D3R DiscoveRx beta-arrestin cells, luminescence, 90 min; max activation, %; hit rate 0.58% among 410,000; in the data active means max activation above about 30%; further: 0% is about no effect; mostly tested at two doses, the higher about 12 µM
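Cells at 1500/well, incubated overnight, then treated with pinned compounds (dopamine as control) for 90 min at 37 degrees C. DiscoveRx reagent added for 30 - 60 minutes at room temperature; luminescence read.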
SW480 rerep – A quantitative high throughput screen for small molecules that induce DNA re-replication in SW480 colon adenocarcinoma cells; hit rate 1.8% among 340,000; Potency, µM (top dose mostly 46.1 µM), inactives show at the highest dose re-replication activation, actives largely listed as activators; SW480 DNA re-replication, Hoechst DNA content imaging, 48 h; further: potency means the concentration at half of the fitted maximal effect; % of control where 0% means no effect; nearly all actives have a fitted effect of over 55% in size
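Treated cells incubate 48 hr (37 C, 5% CO2), are stained 40 min with Hoechst, and nuclear fluorescence is enumerated; a rise in nuclei with high DNA signal marks re-replication.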
The depositor's hits bear a star; u = inconclusive; x = no result given; & = joins results of further samples; [ ] = remark or other dose. Unless noted, the call rests on the fitted dose curve; in most records, active means well fitted curve in the direction sought with a large enough effect; inconclusive means small, poorly fitted or top-dose-only effect, or another doubt; inactive means no such curve, though single readings can be large; an effect the other way counts as inactive or inconclusive.

SMILES	KB-3-1 tox	HT1080 IDH1KD tx	HT1080NT lethal	KB-V1 MDR tox	IL1B secr inh	GLP1R ag	D3 antag	D3 ag	SW480 rerep
CCOC(=O)C1=C(c2ccccc2)OC(N)=C(C#N)C1c1ccc(Br)s1 (stereo not given)	-2%	0%	0%	20%	u	8%	3	-6	-3%
CCc1ccccc1NS(=O)(=O)c1cc2c(cc1C)n(C)c(=O)c(=O)n2C	10%	-12%	-2%	7%	22	10%	-13	0	-11%
O=S1(=O)CCOC[C@H](CC2CCCCC2)N1Cc1cccc(F)c1	u	-1%	1%	6%&-21%	-14	-6%	0	0	u
O=C(CN(CC1CCCO1)C(=O)CNS(=O)(=O)c1ccc(Cl)cc1)NCC1CCCO1 (stereo not given)	2%	7%	-11%	-2%	3	-1%	-17	0	-13%
CC(/C=N\NC(=O)Cn1cncn1)=C/c1ccc(C(C)C)cc1	1%	0%	-7%	15%	19	11%	4	10	-13%
CCOC(=O)c1sc2nc3n(c(=O)c2c1C)CCC3	28%	3%	23%	-2%	-1	21%	13	7	-11%
CC(C)NC(=O)COC(=O)c1ccc(S(=O)(=O)N2CCCC2)cc1	6%	1%	14%	-13%	22	3%	0	-5	1%
CN(Cc1c(F)cccc1Cl)C(=O)C1CC(=O)N(CCc2ccccc2)C1 (stereo not given)	-3%	7%	2%	u	45	7%	1	-5	-3%
CSCCC(N=C(NS(=O)(=O)c1ccccc1)c1ccccc1)C(=O)O (stereo not given)	-5%	1%	8%	-11%	2	-3%	9	-1	1%
COc1ccc(C(C)NC(=O)c2ccc(Br)cc2)cc1OC (stereo not given)	12%	1%	2%	16µM*	-10	18%	-9	0	-36%[inhibitor]
CCC(C)c1ccc(NC(=O)C2CCN(c3ccc(C(F)(F)F)cn3)CC2)cc1 (stereo not given)	-29%	u	u	-54%	1	-4%	5	8	9%
C=CCNC(=O)CN1c2cccc3cccc(c23)S1(=O)=O	u	11%	-3%	-4%	-13	-8%	10	1	2%
Cc1ccccc1/C=N/NC(=O)Cn1cnc([N+](=O)[O-])n1	14%	1%	2%	3%	20	-7%	u	-3	0%
CN(Cc1ccccc1)c1ccc(C(CC(N)=O)NC(=O)c2ccc(Br)cc2)cc1[N+](=O)[O-] (stereo not given)	u	u	u	13%	24	-6%	-52*	-52	-1%
CCCCc1cc(=O)oc2cc(C)cc(OCC(=O)N3CCC(C(=O)O)(c4ccccc4)CC3)c12	0%	-7%	-9%	u	0	-1%	1	1	6%
COc1ccc2[nH]c(C(=O)O)c(CCNC(C)=O)c2c1	6%	10%	10%	21%	23	-13%	-19	4	2%
COc1cc(OC)cc(C(=O)NC(C(=O)O)C23CC4CC(CC(C4)C2)C3)c1 (stereo not given)	4%	-1%	-2%	2%	-12	0%	0	10	2%
CC(=O)N1c2c(cc(Br)cc2S(=O)(=O)N2CCN(c3ccccc3F)CC2)CC1C (stereo not given)	-13%	-16%	-26%	u	-9	3%	-7	0	1%
Cc1ccc(N(C(C)C(=O)Nc2ccc3c(c2)OCO3)S(C)(=O)=O)cc1 (stereo not given)	-7%	13%	13%	-13%	-4	-10%	13	1	u
Cc1c(Cl)ccc2c(C(=O)Nc3cc(C(C)(C)C)on3)cc(-c3ccccn3)nc12	u	1%	-1%	-15%	49	-4%	58	12	u
O=C(CCSCCC(=O)NN=Cc1ccc(F)cc1)NN=Cc1ccc(F)cc1	u	0%	1%	u	-3	7%	-3	3	-10%
Cc1ccc(NC(=O)CN2C(=O)S/C(=C/c3ccncc3)C2=O)cc1	1%	-13%	-3%	-16%	-5	-1%	-8	1	-2%
CS(=O)(=O)N(CC(=O)N1CCN(Cc2ccc3c(c2)OCO3)CC1)C1CCCCC1	-29%	-1%	-2%	21µM*	6	7%	3	-14	-6%
Cc1sc2ncn(C(C)C(=O)OC3CCCCC3)c(=O)c2c1C (stereo not given)	11%	-11%	-7%	u	-15	5%	12	-4	13%
CN(CCc1ccccc1)C(=O)c1ccc(NC(=O)Cc2ccc(NC(=O)C3CCCN(C(=O)C4CCCCC4)C3)cc2)cc1 (stereo not given)	u	-8%	-3%	9%	14	-4%	u	-50	u
O=C(COc1ccccc1Cl)Nc1cnn(Cc2ccccc2)c1	-13%	3%	6%	u	-13	8%	8	4	-2%
CCOC(=O)C1=C(O)C(=O)N(c2ccc(S(N)(=O)=O)cc2)C1c1ccccc1 (stereo not given)	5%	14%	15%	2%	0	0%	-24	-9	-12%
CCc1ccc(NC(=O)CN(N=Nc2nonc2C)c2nonc2C)cc1	5%	14%	8%	-9%	-9	-4%	-22	1	-2%
Cc1cc(CNC(=O)c2cc(-c3ccccc3)nc3ccccc23)nn1C	18%	-1%	-3%	u	18	11%	16	8	-6%
Cc1cc(C)nc(SSc2nc(C)cc(C)n2)n1	-5%	u	u	u	7	-2%	-17	-5	u

The closing 2 compounds of the section before lead into the next.
SMILES	KB-3-1 tox	HT1080 IDH1KD tx	HT1080NT lethal	KB-V1 MDR tox	IL1B secr inh	GLP1R ag	D3 antag	D3 ag	SW480 rerep
Cc1cc(CNC(=O)c2cc(-c3ccccc3)nc3ccccc23)nn1C	18%	-1%	-3%	u	18	11%	16	8	-6%
Cc1cc(C)nc(SSc2nc(C)cc(C)n2)n1	-5%	u	u	u	7	-2%	-17	-5	u
COc1cc(C(=O)OCc2ccc([N+](=O)[O-])cc2)cc(OC)c1OC	-3%	0%	0%	0%	-4	-1%	-5	-3	u
CC(C)c1onc(C(=O)N2CCOCC2)c1[N+](=O)[O-]	0%	-1%	6%	11%	-7	8%	-19	3	5%
CS(=O)(=O)N1CCN(c2nc3ccccc3s2)CC1	4%	9%	15%	13%	-20	0%	-10	-13	-9%
CCN(CC)CCNC(=O)C1CCN(S(=O)(=O)c2c(C)noc2/C=C/c2ccccc2F)CC1	-18%	u	u	u	-69*	21%	-12	-4&-11	u
CCN1CCCC1CN(Cc1cc2c(C)cc(C)cc2[nH]c1=O)C(=O)NC1CCCCC1 (stereo not given)	u	u	u	-1%	-67*	2%	-13	-3	2%
Cc1ccc(S(=O)(=O)CCC(=O)Nc2ccc3nc(C)sc3c2)cc1	-1%	9%	u	11%	16	0%	-5	0	-52%[inhibitor]
Cc1ccccc1N1C(=O)C(Cl)=C(N2CCOCC2)C1=O	0%	6%	8%	12%	10	0%	3	2	0%
O=C(COc1cccc2c1CCNC2=O)Nc1ccc(F)cc1	-3%	0%	3%	-8%	-10	-2%	10	3	-7%
COc1ccc(-c2nnc(-c3cc4c(ccc5ccccc54)oc3=O)o2)cc1	0%	14%	22%	5%	0	-8%	21	1	0%
CC1CCCCN1C(C(=O)O)c1ccccc1 (stereo not given)	15%	9%	6%	11%	19	-2%	5	8	-1%
COc1ccc(CC(=O)NCc2ccccc2)cc1OC	-21%	-5%	1%	-1%	29	4%	3	-3	17%
C/C(=N/NC(=O)CNC(=O)C1COc2ccccc2O1)c1cccc(O)c1 (stereo not given)	8%	-8%	-3%	9%	15	4%	24	0	-2%
Cc1cc(C)cc(NC(=O)CSc2nccn2Cc2ccco2)c1	x	-10%	-4%	x	-4	16%	u	-27	-2%
NC(=O)c1ccc[n+](CC(=O)OCCC23CC4CC(CC(C4)C2)C3)c1	1%	11%	16%	4%	-4	16%	-15	-8	-1%
Cc1cc(Br)c(NC(=O)COn2nnc3ccc(S(C)(=O)=O)cc32)c(Br)c1	15%	-4%	-5%	-23%	-65*	6%	3	-1	6%
O=C(CSc1nc(=O)n2ccccc2n1)N1CCCc2ccccc21	12%	3%	-1%	-5%	8	14%	13	3	-1%
COc1cccc(NC(=O)Cn2c(=O)c3c(ncn3Cc3ccccc3)n(Cc3ccccc3)c2=O)c1	-3%	-8%	-4%	0%	15	1%	-19	-9	-2%
CC(=O)N1N=C(c2ccncc2)OC12CCCCCC2	6%	1%	5%	-2%	30	0%	22	18	-2%
CC(=O)N1CCN(S(=O)(=O)c2cccc(C(=O)Nc3ccc(C)cn3)c2)CC1	x	7%	7%	x	-2	-6%	-5	2	0%
COc1cc(C2C(Oc3ccccc3C)C(=O)N2Cc2ccc(F)cc2)cc(OC)c1OC (stereo not given)	-5%	4%	-3%	-21%	28	4%	-1	2	-1%
Cc1ccc(CONC(=O)/N=C/N(C)C)cc1	-2%	6%	0%	6%	23	-10%	29	5	-7%
Cc1cn(C2C=CC(CO)O2)c(=O)[nH]c1=O (stereo not given)	7%	21%	5%	0%	3	-8%	-10	-8	-5%
